NTMT1 inhibitor – NTMT1 methyltransferase inhibition. NTMT1 MTase-Glo SAH luminescence, purified enzyme. Potency, µM (series often up to 114 µM), for the others: top-dose activity change, negative = inhibition, most hits filed as inhibitors. 59,000 compounds, 2.5% hits. Q9BV86;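 note: potency is the fitted concentration of half-maximal effect; plate controls were DMSO vehicle for no effect and no enzyme for full effect; nearly all actives have a fitted effect of over 65% in size; many of its hits are not listed in these tables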
Target sequence (Q9BV86 whole entry, looked up): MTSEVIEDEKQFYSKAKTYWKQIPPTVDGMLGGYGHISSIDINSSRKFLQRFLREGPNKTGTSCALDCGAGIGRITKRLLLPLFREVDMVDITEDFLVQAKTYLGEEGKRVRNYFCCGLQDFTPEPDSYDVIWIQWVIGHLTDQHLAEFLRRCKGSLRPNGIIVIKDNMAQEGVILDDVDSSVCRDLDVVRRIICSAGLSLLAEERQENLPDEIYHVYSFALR
GALK inhibitor – GALK (human) enzyme inhibition; recombinant GALK, Kinase-Glo ATP luminescence, 1 h; Potency, µM (titrated, usually from 57.5 µM), without a hit: at the highest dose activity, negative = inhibition, usual class: inhibitors; AID 1347072; P51570; 44,000 tested, under 10 active;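 note: plate controls were full GALK reaction for no effect and reaction lacking GALK for full effect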
Target sequence (P51570 whole entry, looked up): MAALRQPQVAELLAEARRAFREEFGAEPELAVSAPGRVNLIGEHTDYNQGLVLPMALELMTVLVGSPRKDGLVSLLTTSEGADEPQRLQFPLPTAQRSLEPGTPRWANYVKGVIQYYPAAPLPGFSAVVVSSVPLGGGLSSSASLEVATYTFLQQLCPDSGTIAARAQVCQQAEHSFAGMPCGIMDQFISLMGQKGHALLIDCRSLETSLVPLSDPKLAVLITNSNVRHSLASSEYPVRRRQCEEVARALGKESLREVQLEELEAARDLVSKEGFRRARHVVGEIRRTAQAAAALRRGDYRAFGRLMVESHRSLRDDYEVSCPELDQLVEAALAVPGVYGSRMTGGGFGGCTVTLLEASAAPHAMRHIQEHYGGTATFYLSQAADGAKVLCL
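Luminescent ATP-depletion readout (Kinase-Glo Plus) after 1 h room-temperature incubation of human GALK (5 nM) with galactose 100 µM and ATP 35 µM, pH 8.0 HEPES/Mg2+ buffer; compounds tested in qHTS format.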
B2AR arrestin ag – ADRB2 beta-arrestin recruitment; P07550; HTLA Tango cells, beta-arrestin recruitment, luciferase luminescence, 18 h; Potency, µM (highest dose often 46.1 µM), for inactives: at the highest dose activation, most hits filed as activators; 44,000 tested, under 10 active;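 note: potency is the fitted concentration of half-maximal effect; 0% = DMSO and full agonism = EC100 isoproterenol or metaproterenol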
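Luminescence read-out: arrestin recruitment to recombinant beta2-AR releases tTA, inducing luciferase. Cells exposed 18 hr at 37 degrees C to up to 46 microM compound; %Activity from corrected signal, concentration-response curves classified by r2, magnitude and efficacy.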
p53null 39C kill – kills p53 null cells at the nonpermissive temperature. H1299 p53-null (neo) cells, 39C, ATPlite viability, 24 h. Potency, µM (top dose mostly 46.1 µM), inactives show at the highest dose activity, negative = cell killing, actives largely listed as cytotoxic. 55,000 compounds, 0.97% hits. AID 904;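 note: potency is the fitted concentration of half-maximal effect; 0% = DMSO only and -100% = full killing by 100 µM tamoxifen; nearly all actives have a fitted effect of over 50% in size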
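Cells seeded at 600/well, 37C overnight. Compound added (up to 46 uM), plates shifted to 39C for 24 hr. ATPlite added, luminescence read after 20 min at room temperature.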
PTAP-TSG101 blk – TSG101-PTAP interaction inhibition, HIV-1 budding | Q99816 | Fluorescence polarization, FITC-PTAP peptide/Tsg101, 20 min | 44,000 tested, under 10 active | AID 1347069 | Potency, µM (top dose mostly 115 µM), inactives show at the top dose activity change, negative = inhibition, actives largely listed as inhibitors; note: potency is the fitted concentration of half-maximal effect; 0% is about no effect
Target sequence (Q99816 whole entry, looked up): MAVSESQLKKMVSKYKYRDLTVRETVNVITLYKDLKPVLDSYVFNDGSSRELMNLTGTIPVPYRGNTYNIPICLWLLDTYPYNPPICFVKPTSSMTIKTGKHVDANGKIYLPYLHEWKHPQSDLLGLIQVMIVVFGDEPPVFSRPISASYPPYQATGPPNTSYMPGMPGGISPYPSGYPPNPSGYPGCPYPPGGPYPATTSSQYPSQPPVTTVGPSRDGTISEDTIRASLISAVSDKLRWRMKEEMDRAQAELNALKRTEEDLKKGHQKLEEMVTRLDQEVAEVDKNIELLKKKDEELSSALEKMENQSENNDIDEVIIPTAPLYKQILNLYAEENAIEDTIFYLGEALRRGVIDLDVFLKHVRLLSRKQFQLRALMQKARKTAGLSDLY
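Fluorescence polarization binding of Tsg101 binding domain (10 uM final) to FITC-labeled PTAP-motif peptide (50 nM final) in HEPES pH 7.5/NaCl/Tween 20/EDTA/TCEP buffer; 20 min at r.t. Actives by curve class, <25 µM, efficacy <60% inhibition.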
p53null 32C tox – p53 null cell cytotoxicity, permissive temperature; H1299-neo p53 null cells, ATP luminescence, 24 h, 32C; Potency, µM (doses to about 46.1 µM), for the others: top-dose activity change, negative = cytotoxicity, hits mostly cytotoxic; 55,000 compounds, 0.62% hits; AID 903;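 note: potency is the fitted concentration of half-maximal effect; 0% = DMSO only and -100% = full killing by 100 µM tamoxifen; nearly all actives have a fitted effect of over 55% in size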
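Cells lacking p53 (H1299-neo) are plated at 600 per well and allowed to settle overnight at 37C. Test compounds (up to 46 uM) are added and held 24 hours at 32C, then ATP is quantified by luminescence.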
FH mod – Identification of activators of human fumarate hydratase by quantitative high-throughput screening; FH coupled MDH/diaphorase resazurin fluorescence, 15 min; 54,000 compounds, 0.22% hits; AID 1347055, 2019; Potency, µM (top dose mostly 79.9 µM), without a hit: at the top dose activity change, negative = inhibition, hits mostly inhibitors; note: potency is the fitted concentration of half-maximal effect; % is set by controls: 0 for no effect and ±100 for the full control effect; the screen sought activators but most active calls are inhibition curves; nearly all actives have a fitted effect of over 45% in size
The depositor's hits bear a star; ? = inconclusive; . = not tested or not shown; [ ] = dose if it differs, or a comment. Calls come from the whole dose curve; as a rule, active = well fitted curve in the direction sought with a large enough effect; inconclusive = small, poorly fitted or top-dose-only effect, or another doubt; inactive = no such curve, though single readings can be large; an effect the other way counts as inactive or inconclusive. A portion of the library; the hit share may differ from the screen's.

SMILES | NTMT1 inhibitor | GALK inhibitor | B2AR arrestin ag | p53null 39C kill | PTAP-TSG101 blk | p53null 32C tox | FH mod
Cn1c(=O)oc2cc(S(=O)(=O)NC(Cc3ccccc3)C(=O)Nc3ccc(F)cc3)ccc21 (stereo unspecified) | -7% | 0% | 1% | -14% | 0% | -1% | 2%
CN1c2ccc(Cl)cc2-c2nc(SCC(=O)NCc3ccc(F)cc3)ncc2S1(=O)=O | -6% | 6% | 0% | -16% | 2% | 7% | -12%
Cc1ccccc1NC(=O)Cn1cc(C(=O)c2ccco2)c2ccccc21 | ? | 1% | 1% | -6% | 3% | -5% | -3%
COc1ccc(C2C(C(=O)Nc3ccccc3)=C(C)Nc3nc(-c4ccc(Cl)cc4)nn32)cc1 (stereo unspecified) | -3% | 1% | 0% | ? | -2% | ? | -4%
Cc1cc(C)c2c(CC(=O)Nc3nnc(CC(C)C)s3)coc2c1 | 4% | 2% | 1% | -23% | 2% | -5% | -3%
Cc1ccc(N(CC(=O)NCCc2ccc(Cl)cc2)S(=O)(=O)c2c(C)noc2C)cc1 | -8% | 9% | -1% | -9% | 0% | -2% | -12%
CCc1ccccc1NC(=O)Cn1c(=O)n(-c2ccc(CC(=O)NCC3CCCO3)cc2)c(=O)c2ccccc21 (stereo unspecified) | 0% | -1% | 1% | -20% | 0% | 6% | -1%
CCOc1ccccc1NC(=O)C(CC)n1c(C(=O)OC)cc2occc21 (stereo unspecified) | 0% | 3% | 1% | 31%[activator] | 1% | 23% | -22%
CCc1ccc(CNC(=O)c2ccc3c(c2)nc2n3CCOC2)cc1 | 5% | 1% | -1% | 0% | -6% | -3% | 3%
COc1ccc(-c2ccc(=O)n(CC(=O)Nc3ccccc3C(F)(F)F)n2)cc1 | 1% | 2% | 1% | 17% | -4% | 14% | -5%
COc1cc(Cl)c(C)cc1Nc1ncnc2c1nc1n2CCCC1 | ? | 0% | 0% | -4% | -1% | -6% | -18%
COc1ccc(C)cc1NC(=O)c1cc(S(=O)(=O)N2CCOCC2)cn1C | -2% | ? | 0% | -18% | -14% | 0% | 3%
CCc1cccc(C)c1NC(=O)CN(C)S(=O)(=O)c1cccc2nsnc12 | -1% | 7% | 0% | 20% | -4% | -3% | 3%
COc1ccc(NC(=O)c2ccc(NC(=O)CCS(=O)(=O)c3cccs3)cc2)cc1 | 4% | -7% | 1% | ? | -1% | 2% | -5%
O=C(Nc1cccc(-c2nc3ncccc3o2)c1)c1ccc(-c2cccc(Cl)c2Cl)o1 | . | 3% | 1% | 10µM* | 21% | 13µM* | .
CCN1CCc2c(sc(-n3cccc3)c2C(CCC(C)C)NC(=O)NCCC(=O)OC)C1 (stereo unspecified) | ? | 2% | 1% | -8% | 17% | 4% | -3%
COc1ccc(NC(=O)c2sc3nc(-c4ccc(OC)cc4)cc(C(F)(F)F)c3c2N)cc1 | -2% | 3% | 1% | 13% | -9% | 0% | 1%
CCOc1ccc(N(C)C(=O)c2oc(=O)c3ccccc3c2-c2ccccc2)cc1 | 1% | 0% | 1% | -7% | -9% | -3% | -24%
COc1ccc(NC(=O)C2CCCN(S(=O)(=O)c3cccs3)C2)cc1 (stereo unspecified) | 15% | -12% | 0% | -4% | -2% | -3% | -3%
Cn1c(=O)c2c(SCC(=O)Nc3ccc(F)cc3F)nc(C3CCCC3)nc2n(C)c1=O | -3% | 4% | 0% | -25% | -1% | -2% | -4%
O=C(NCc1ccc(Cl)cc1)c1cc2cccc3c2n1CCS3 | 18% | 1% | -1% | 29% | -9% | 6% | ?
COc1ccc(CCNC(=O)c2ccc3[nH]c(C)c(C)c3c2)cc1OC | -30% | -2% | -2% | 22% | 0% | 7% | ?
O=C(CSc1nc2ccccc2nc1Cc1ccc(Cl)cc1)Nc1ccc2c(c1)OCO2 | . | 0% | 1% | 8% | -1% | 0% | .
O=C(CCn1c(=O)c2sccc2n(Cc2cccc(F)c2)c1=O)NCc1ccc2c(c1)OCO2 | 2% | 2% | -1% | -23% | 2% | 2% | 14%
Cc1cc(C)cc(NC(=O)c2sc3nc(-c4ccccc4)cn3c2C)c1 | 5% | 0% | 0% | 19% | -1% | 109%[activator] | -25%
CCNC(=O)CCSc1nnc(-c2ccc(O)cc2)o1 | ? | 7% | 1% | -25% | -2% | -17% | -5%
Cc1ccc(C)c(NC(=O)N2CCc3cc(S(=O)(=O)N4CCC(C)CC4)ccc32)c1 | -4% | -3% | -4% | -22% | -7% | 7% | -21%
Cc1ccc(CNC(=O)Cn2c3ncccc3c(=O)n2-c2ccccc2)cc1 | 16% | 1% | 0% | -9% | 1% | -9% | 4%
CCc1ccc(Sc2cc(C(=O)NCc3cccc(OC)c3)c3ccccc3n2)cc1 | -22% | -4% | 0% | 3% | 0% | -4% | -4%
COc1cccc(COC(=O)c2ccc(-c3nnn(Cc4ccccc4)n3)cc2)c1 | 9% | 2% | 1% | 10% | -20% | -5%[9.22 µM] | -1%
COc1ccc(C(=O)NCC(c2ccc(N(C)C)cc2)N2CCc3ccccc32)cc1OC (stereo unspecified) | -2% | -1% | 2% | -7% | -13% | -4% | -21%
Cc1ccc(NC(=O)C2CCN(S(=O)(=O)c3cccc4nonc34)CC2)cc1C | 15% | 1% | 0% | 22% | -5% | -7% | -1%
Cc1ccc(CCNC(=O)c2ccc(CSCc3ccc(C)cc3)o2)cc1 | 15% | -2% | 2% | 26% | -1% | 39%[activator] | -23%
Cc1ccccc1Cn1c(=O)n(Cc2ccco2)c(=O)c2oc3ccccc3c21 | 12% | 3% | 3% | 0% | -5% | -3% | 3%
CCOC(=O)c1c(NC(=O)COc2c(C)cc(Cl)cc2Cl)sc2c1CCCC2 | 16% | -3% | 1% | -5% | -3% | 8% | 4%
CCS(=O)(=O)Nc1cc(-c2cn3ccc(C)cc3n2)ccc1C | ? | -5% | -1% | ? | 0% | ? | -11%
COc1ccc(NC(=O)CSc2nc(-c3cccc(C)c3)[nH]c2-c2ccccc2)cc1OC | -3% | 1% | -1% | ? | 0% | 12% | ?
COc1ccc(C(=O)NCC(c2ccc(N(C)C)cc2)N2CCCC2)cc1 (stereo unspecified) | -24% | ? | 0% | -15% | 0% | -3% | -10%
COc1ccccc1CNC(=O)C1CCN(S(=O)(=O)c2c(C)noc2/C=C/c2c(C)cc(C)cc2C)CC1 | 1% | 4% | 0% | 3% | 0% | 4% | -26%
O=C(Nc1cccc(OCc2cc(=O)n3ccccc3n2)c1)Nc1cccc(C(F)(F)F)c1 | -1% | 2% | 0% | 10% | 0% | 6% | 2%
Cc1nc2ccn(Cc3ccccc3)c(=O)c2cc1C(=O)N1CCN(c2ccccc2F)CC1 | 7% | 0% | 0% | -18% | -5% | 9% | -5%
Cc1ccc(-n2ncc3c(N4CCC(C(N)=O)CC4)ncnc32)cc1 | -4% | -1% | 2% | -6% | -2% | -24% | -7%
CCN(CC)c1ccc(C2C(C(=O)Nc3ccccc3C)=C(C)Nc3ncnn32)cc1 (stereo unspecified) | -1% | 2% | -1% | 7% | 2% | -12% | -13%
COCCNC(=O)Cn1cnc2sc(C)c(S(=O)(=O)N3CCN(c4ccccc4OC)CC3)c2c1=O | 4% | 8% | 0% | -7% | -1% | -3% | -2%
CCOc1ccccc1NC(=O)CSc1nc2c(oc3ccccc32)c(=O)n1Cc1ccco1 | 2% | -1% | 1% | -4% | -5% | 2% | -6%
CCOCCCn1c(=N)c(C(=O)NCC2CCCO2)cc2c(=O)n3cc(C)ccc3nc21 (stereo unspecified) | -7% | 3% | 0% | -6% | 0% | 8% | -19%
Cc1cccc(-c2noc(CNC(=O)c3ccc(C)cc3C)n2)c1 | 12% | 4% | 0% | -11% | 7% | -6% | -9%
COc1cc(CN(C(=O)c2ccccc2Br)c2ccccn2)cc(OC)c1OC | 8% | 1% | -4% | 9% | 2% | 1% | -19%
COc1cccc(OC)c1C(=O)Nc1cccc(-c2nc3cc(C)cc(C)c3o2)c1 | -1% | 9% | -1% | 1% | -3% | 27% | -11%
CCOC(=O)C1CCCN(S(=O)(=O)c2cc(-c3cc(C)no3)ccc2OC)C1 (stereo unspecified) | -3% | -1% | 0% | 11% | -4% | 9% | -10%

Carrying on.
SMILES | NTMT1 inhibitor | GALK inhibitor | B2AR arrestin ag | p53null 39C kill | PTAP-TSG101 blk | p53null 32C tox | FH mod
O=C(COc1ccc(F)cc1)Nc1nnc(S(=O)(=O)N2CCCC2)s1 | 8% | 0% | 0% | ? | -4% | -2% | 6%
CCOC(=O)c1cc(S(=O)(=O)NCc2ccc(Cl)cc2)[nH]n1 | 6% | -2% | 0% | -5% | -1% | -9% | 7%
Cc1ccc(NC(=O)Cn2ncn3c(cc4ccccc43)c2=O)cc1F | -8% | 4% | -3% | -29% | -1% | 5% | -4%
CC1CCc2onc(C(=O)N3CCN(c4ccc(F)cc4)CC3)c2C1 (stereo unspecified) | 0% | 1% | 0% | 0% | 0% | -1% | -8%
COc1ccc(C(CNC(=O)COc2ccc(C)c(C)c2)N2CCCCC2)cc1 (stereo unspecified) | -1% | 6% | -1% | -3% | 1% | 1% | -14%
COc1ccc(CCNC(=O)CCCn2c(=O)c3ccccc3n(CC(=O)Nc3ccc(C)cc3Cl)c2=O)cc1OC | ? | 6% | -2% | 14% | 2% | ? | -28%
CC(=O)N1CCc2cc(S(=O)(=O)NC(Cc3ccccc3)C(=O)Nc3cc(C)cc(C)c3)ccc21 (stereo unspecified) | 8% | 8% | -1% | -10% | 0% | 9% | -9%
COc1ccc(/C=C/C(=O)N2CCC(c3nc4ccccc4o3)CC2)cc1 | ? | 1% | -3% | ? | -2% | -7% | 3%
Cc1ccc(NC(=O)C2CCN(S(=O)(=O)c3cccc4nonc34)CC2)c(Cl)c1 | -3% | 0% | -1% | -1% | -1% | 2% | 0%
COc1ccc(CNC(=O)CN(C)S(=O)(=O)c2ccc3nc(C)sc3c2)cc1 | 8% | 8% | -3% | 0% | -2% | -2% | -3%

Four entries from above, sorted by length of the SMILES, descending.
SMILES | NTMT1 inhibitor | GALK inhibitor | B2AR arrestin ag | p53null 39C kill | PTAP-TSG101 blk | p53null 32C tox | FH mod
COc1ccc(C2C(C(=O)Nc3ccccc3)=C(C)Nc3nc(-c4ccc(Cl)cc4)nn32)cc1 (stereo unspecified) | -3% | 1% | 0% | ? | -2% | ? | -4%
COc1ccc(NC(=O)CSc2nc(-c3cccc(C)c3)[nH]c2-c2ccccc2)cc1OC | -3% | 1% | -1% | ? | 0% | 12% | ?
CCN1CCc2c(sc(-n3cccc3)c2C(CCC(C)C)NC(=O)NCCC(=O)OC)C1 (stereo unspecified) | ? | 2% | 1% | -8% | 17% | 4% | -3%
COc1ccc(-c2ccc(=O)n(CC(=O)Nc3ccccc3C(F)(F)F)n2)cc1 | 1% | 2% | 1% | 17% | -4% | 14% | -5%
